Source: PubChem BioAssay (National Center for Advancing Translational Sciences (NCATS))
Abeta yeast res = qHTS for compounds that reverse cellular toxicity of Amyloid beta (A-beta) peptide in yeast: Primary Screen. yeast expressing A-beta42, growth rescue, OD600, 48 h; response scale: 0% DMSO, 100% iron-clioquinol control. hit rate 0.063% among 410,000. Potency, µM (titrated, usually from 46.1 µM), inactives show at the top dose growth rescue, most hits filed as activators. AID 1347071, 2019; further: potency means the concentration at half of the fitted maximal effect; nearly all actives have a fitted effect of over 55% in size
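Growth rescue measured by 600 nm absorbance after 48 h yeast culture at 30 C with compound. Values normalized between DMSO and an equimolar ferric chloride plus clioquinol control.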
A549 viability = Nrf2 qHTS screen for inhibitors: counterscreen for cytotoxicity; A549 ARE-Fluc cells, CellTiter-Fluor viability, 18-24 h; Potency, µM (titrated, usually from 46 µM), for the others: at the top dose activity change, negative = cytotoxicity, hits mostly inhibitors; hit rate 0.16% among 390,000; AID 504648, 2011; further: potency means the concentration at half of the fitted maximal effect; on the % scale 0 is the no-effect control and ±100 the full control effect
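A549 ARE-Fluc cells in 5% FBS OPTI-MEM, 5000 cells/well, rested 2 h then exposed to compounds in concentration-response for 18-24 h at 37 °C. Viability by CellTiter-Fluor fluorescence (Ex 405/Em 525) after 30 min; luciferase luminescence (BugLite, 15 min, RT) read afterwards.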
CCT chaperon mod = High-Throughput Screening for Modulators of Cytosolic Chaperonin Activity | hit rate 0.3% among 360,000 | activity change, % (concentration not given with the values), hits read low | purified chaperonin ATPase assay, HTRF ADP detection, 30 min; in the data active means activity change below about -30%; further: on the % scale 0 is the no-effect control and ±100 the full control effect
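ATPase activity: ADP formed was measured by HTRF Transcreener (665/615 nm ratio) after 30 min at 37 deg C with 10 uM ATP. Compounds screened at one 76 uM concentration against 40 or 20 nM TRiC in Tris pH 7.4/KCl/MgCl2/DTT buffer.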
Nrf2 ARE act = qHTS of Nrf2 Activators; AREc32 ARE-luciferase reporter (MCF7-derived line), luminescence, 24 h; Potency, µM (top dose mostly 46.1 µM), inactives show at the top dose activation, actives largely listed as activators; hit rate 0.31% among 410,000; further: potency means the concentration at half of the fitted maximal effect; % of control where 0% means no effect; nearly all actives have a fitted effect of over 65% in size
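ARE-driven firefly luciferase activity in AREc32 cells measured after a 24 hr compound exposure at 37 deg C, using Steady-Glo reagent and a 30 min room-temperature hold.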
Nrf2 inh = Nrf2 qHTS screen for inhibitors. Potency, µM (highest dose often 46 µM), for the others: at the top dose activity change, negative = inhibition, actives largely listed as inhibitors. hit rate 2.1% among 360,000. A549 ARE-Fluc reporter, luciferase luminescence, 18-24 h; further: potency means the concentration at half of the fitted maximal effect; on the % scale 0 is the no-effect control and ±100 the full control effect; nearly all actives have a fitted effect of over 60% in size
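In this cell-based qHTS, ARE-driven firefly luciferase in A549 cells reports Nrf2 activity; the luminescent signal after BugLite lysis is the measured value, with a prior CellTiter-Fluor read for cell health.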
pAkt inh = HTS Assay for Inhibitors of Akt Phophorylation: Primary Screen | Neuro2A IGF-stimulated pAkt S473 HTRF, 20 min; hits give low values | activity change, % for hits at 50 µM | hit rate 0.32% among 360,000; in the data active means activity change below about -80%; inconclusive means mostly about -51% to -80%; further: on the % scale 0 is the no-effect control and ±100 the full control effect
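Neuro2A cells (4,500/well, DMEM with 0.5% FBS) were treated with compound at a single 50 µM final concentration, stimulated with 6 nM IGF for 20 min at 37 °C, and lysed. Phospho-Akt Ser473 was read by HTRF as 665/615 ratio ×10^4.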
TGFb SMAD3 inh = qHTS for Inhibitors of TGF-b | HepG2 CAGA-GFP TGF-b/SMAD3 reporter, GFP fluorescence, 18 h; TGF-beta stimulated, 500 pg/mL final | Potency, µM (highest dose often 46.1 µM), for the others: at the highest dose activity, negative = inhibition, actives largely listed as inhibitors | hit rate 1.2% among 410,000; further: potency means the concentration at half of the fitted maximal effect; on the % scale 0 is the no-effect control and ±100 the full control effect; nearly all actives have a fitted effect of over 65% in size
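Cell-based qHTS in HEPG2 carrying a CAGA-GFP Smad reporter; compounds added before 500 pg/mL final TGF-beta, 18 h incubation at 37 degrees C, GFP fluorescence quantified per cell by imaging cytometry.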
MmCpn inh = Inhibitors of TCP-1 ring complex (TRiC) of Methanococcus maripaludis (MmCpn): qHTS; Chaperonin Mm-Cpn (Methanococcus maripaludis); purified Mm-Cpn ATPase, ADP Transcreener TR-FRET; Potency, µM (top dose mostly 76.9 µM), for the others: at the top dose activity, negative = inhibition, most hits filed as inhibitors; hit rate 0.031% among 330,000; AID 504842, 2011; further: potency means the concentration at half of the fitted maximal effect; on the % scale 0 is the no-effect control and ±100 the full control effect; nearly all actives have a fitted effect of over 80% in size
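Measured: ADP formation by purified Mm-CPN. Conditions: 25 nM protein, 10 uM ATP, Tris pH 7.4 with Mg2+, K+ and DTT, 37°C for 30 min. Detection: Transcreener HTRF after 30 min at room temperature.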
HepG2 tox = qHTS for Inhibitors of TGF-b: Cytotox Counterscreen. HepG2 CAGA-GFP viability, ATP luminescence, 18 h. Potency, µM (titrated, usually from 46.1 µM), inactives show top-dose activity change, negative = cytotoxicity, most hits filed as cytotoxic. hit rate 0.76% among 410,000. AID 588856, 2011; further: potency means the concentration at half of the fitted maximal effect; some results filed as inactive show a strong effect at the top dose
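CellTiter-Glo luminescence gave cytotoxicity after 18 hours at 37 degrees C. The cells were HepG2 CAGA-GFP in 1% FBS DMEM, stimulated with 500 pg/mL TGF-beta after compound addition. %Activity was normalised to no-cell wells (complete cell-killing) and DMSO (no toxicity), and curves were fitted and classified.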
* hit, by the source's call; i = inactive; u = inconclusive; x = not tested or not shown; [ ] = dose if it differs, or a comment. Unless noted, the call rests on the fitted dose curve; in most records, active means well fitted curve in the direction sought with a large enough effect; inconclusive means small, poorly fitted or top-dose-only effect, or another doubt; inactive means no such curve, though single readings can be large; an effect the other way counts as inactive or inconclusive.

Codes – A = Abeta yeast res; B = A549 viability; C = CCT chaperon mod; D = Nrf2 ARE act; E = Nrf2 inh; F = pAkt inh; G = TGFb SMAD3 inh; H = MmCpn inh; I = HepG2 tox
O=C(CCS(=O)(=O)c1ccc(Br)cc1)Nc1ccccc1Cl
  A: -21%	B: 3%	C: -1.2	D: -0.4%	E: -3%	F: i	G: -15%	H: 0%	I: 4%

Cc1ccc(S(=O)(=O)N2CCOCC2)cc1NC(=O)CSc1ccccn1
  A: 12%	B: 0%	C: -0.9	D: -0.4%	E: 0%	F: i	G: 0%	H: 2%	I: -4%

CCOc1cccc(NC(=O)CSc2nncn2N)c1
  A: -10%	B: 1%	C: 0.2	D: -0.3%	E: 4%	F: i	G: -3%	H: -2%	I: 6%

CCOC(=O)c1ccc2c(c1)N(Cc1cccc([N+](=O)[O-])c1)C(=O)c1ccccc1S2
  A: -7%	B: 0%	C: x	D: -0.2%	E: x	F: x	G: 1%	H: x	I: -2%

CC(NC(=O)COc1ccccc1F)C1CC2CCC1C2 (stereo unspecified)
  A: -20%	B: 1%	C: -1.8	D: 0.7%	E: -26%	F: i	G: -1%	H: 0%	I: 0%

NCCS
  A: -20%	B: -14%	C: -2.6	D: -0.3%	E: u	F: i	G: 2%	H: -1%	I: 2%

CN(C)/C=C(/C(=O)c1ccc(Cl)cc1)S(C)(=O)=O
  A: 1%	B: -13%	C: -2.5	D: -1.3%	E: -6%	F: i	G: 0%	H: 0%	I: 1%

COc1ccc(C(=O)Nc2cc(S(=O)(=O)N3CCCC3)ccc2Cl)cc1
  A: 6%	B: -3%	C: -3.6	D: -0.2%	E: u	F: i	G: 0%	H: 1%	I: -2%

O=C(NCCCc1ccccn1)C1CCC(=O)N(Cc2cccc(F)c2)C1 (stereo unspecified)
  A: x	B: -1%	C: 0.3	D: -0.7%	E: -2%	F: i	G: -5%	H: -9%	I: -5%

CN(C(=O)CSc1nc(C2CCCC2)nc2c1c(=O)n(C)c(=O)n2C)c1ccccc1
  A: 3%	B: 3%	C: x	D: 0.0%	E: x	F: x	G: -13%	H: x	I: -3%

Shown as a markdown table: part of the list above
| Structure | Abeta yeast res | A549 viability | CCT chaperon mod | Nrf2 ARE act | Nrf2 inh | pAkt inh | TGFb SMAD3 inh | MmCpn inh | HepG2 tox |
| --- | --- | --- | --- | --- | --- | --- | --- | --- | --- |
| COc1ccc(C(=O)Nc2cc(S(=O)(=O)N3CCCC3)ccc2Cl)cc1 | 6% | -3% | -3.6 | -0.2% | u | i | 0% | 1% | -2% |
| O=C(NCCCc1ccccn1)C1CCC(=O)N(Cc2cccc(F)c2)C1 (stereo unspecified) | x | -1% | 0.3 | -0.7% | -2% | i | -5% | -9% | -5% |
| CN(C(=O)CSc1nc(C2CCCC2)nc2c1c(=O)n(C)c(=O)n2C)c1ccccc1 | 3% | 3% | x | 0.0% | x | x | -13% | x | -3% |

(next part)
Codes – A = Abeta yeast res; B = A549 viability; C = CCT chaperon mod; D = Nrf2 ARE act; E = Nrf2 inh; F = pAkt inh; G = TGFb SMAD3 inh; H = MmCpn inh; I = HepG2 tox
COc1cc(OC)cc(C2=Cc3ccc(OC)cc3C(CC(C)=O)N2c2ccc(C#CCCO)cc2)c1 (stereo unspecified)
  A: u	B: x	C: 0.4	D: 6.9%	E: x	F: i	G: x	H: x	I: x

CC(=O)Nc1nc2ccc(C(=O)NCCOC(=O)C3CCCCC3)cc2s1
  A: -2%	B: 6%	C: -1.2	D: 1.0%	E: 11%	F: i	G: -14%	H: 2%	I: 0%

CCCCNC(=O)C1(C)CCN1C(=O)c1cccc2c1OCCO2 (stereo unspecified)
  A: 6%	B: x	C: -0.5	D: -0.1%[9.22 µM]	E: x	F: i	G: 15%	H: x	I: 1%

CCC(CC)n1c(C)cc(=O)n1C(CC)CC
  A: 2%	B: -1%	C: -4.1	D: 2.4%	E: 2%	F: i	G: -1%	H: x	I: 11%

CN(C)c1ccc(C=C2C=Cc3ccccc32)cc1
  A: -2%	B: -20%	C: 0.8	D: 3.0%	E: u	F: i	G: 11%	H: x	I: 0%

CC(C)Oc1cccc(C(=O)C2CCCN(Cc3ccc(Oc4ncccn4)cc3)C2)c1 (stereo unspecified)
  A: -28%	B: -16%	C: 1.7	D: 0.0%	E: u	F: i	G: -19%	H: 2%	I: -18%

O=C1/C(=C/c2cccs2)Sc2ccccc21
  A: -11%	B: -12%	C: 2.3	D: u	E: -25%	F: i	G: -10%	H: 0%	I: -11%

CCOC(=O)c1c(S(=O)(=O)N2CCC(C(=O)Nc3ccccc3OC)CC2)c(C)n(CC)c1C
  A: -11%	B: 13%	C: x	D: -1.3%	E: x	F: x	G: -1%	H: x	I: 1%

CC(C)CCNC(=O)CSc1nc2ccsc2c(=O)n1Cc1ccccc1Cl
  A: -17%	B: 0%	C: x	D: 0.5%	E: x	F: x	G: -6%	H: x	I: 5%

CCn1c(=S)sc2c(=O)n(CC(=O)Nc3ccccc3C(F)(F)F)c(C)nc21
  A: -1%	B: 2%	C: 0.3	D: -0.4%	E: 17%	F: x	G: 1%	H: -4%	I: -13%

CCOc1ccc(NC(=O)CN(C)C(=O)c2cccnc2Sc2ccc(Cl)cc2)cc1OCC
  A: 1%	B: -12%	C: -8.4	D: 4.5%	E: -22%	F: i	G: -13%	H: -1%	I: -2%

COC(=O)[C@H](CC(C)C)NC(=O)c1cc2c(cn1)[nH]c1ccccc12
  A: 6%	B: -3%	C: -0.8	D: -1.4%	E: u	F: i	G: 0%	H: 1%	I: -1%

CC1CC(C)CN(C(=O)COC(=O)c2cc3ccccc3cc2O)C1 (stereo unspecified)
  A: -17%	B: -5%	C: -0.7	D: -0.5%	E: -1%	F: i	G: 7%	H: 2%	I: 9%

CCN(CC)c1ccc(NC(=O)COC(=O)CCc2cc(OC)c(OC)c(OC)c2)cc1
  A: 4%	B: x	C: 0.5	D: 0.3%	E: x	F: i	G: 7%	H: x	I: -4%

Cc1ccc(S(=O)(=O)N/N=C\c2cn(CC(N)=O)c3ccccc23)cc1C
  A: -16%	B: -4%	C: -0.4	D: 0.1%	E: -6%	F: i	G: 1%	H: 1%	I: 7%

CCC(C)(C)C1CCC(NC(=O)c2ccc(S(=O)(=O)N3CCOCC3)cc2)CC1 (stereo unspecified)
  A: 36%	B: -5%	C: 0.9	D: -0.6%	E: -32%	F: i	G: -8%	H: 0%	I: -9%

CSc1ccccc1OCc1cc(C(=O)NCc2ccc(C)s2)no1
  A: 0%	B: 0%	C: -6.2	D: 0.1%	E: 0%	F: i	G: u	H: 1%	I: -10%

COc1ccc(C(=O)NC2CCCCCC2)cc1S(=O)(=O)N1CCCc2ccccc21
  A: 3%	B: -18%	C: 0.9	D: -0.2%	E: -18%	F: i	G: 0%	H: 2%	I: 6%

CN(C)c1ccc(-c2nnc(SCC3CCCO3)n2C)cc1 (stereo unspecified)
  A: -2%	B: 1%	C: 0.2	D: 0.0%	E: 0%	F: i	G: 11%	H: 1%	I: 10%

O=C(NCCO)c1ccc(Oc2ccc(C(F)(F)F)cc2[N+](=O)[O-])cc1
  A: -21%	B: 7%	C: -0.7	D: -0.3%	E: 0%	F: i	G: -4%	H: -1%	I: -72%

COc1cc(NC(=O)c2c(F)c(F)c(F)c(F)c2F)c(OC)cc1Cl
  A: -1%	B: x	C: 0.0	D: u	E: 14%	F: i	G: -38%	H: 1%	I: -64%

CCCOc1ccc(C2CC(=O)Nc3c2c(C)nn3-c2nncc(-c3cccc(OC)c3)n2)cc1OC (stereo unspecified)
  A: -33%	B: -3%	C: x	D: 0.8%	E: u	F: x	G: 1%	H: x	I: -3%

O=C(c1cnn2c(C(F)(F)F)cc(-c3ccccc3)nc12)N1CCCCC1c1cccnc1 (stereo unspecified)
  A: -6%	B: 3%	C: -1.8	D: -0.2%	E: u	F: i	G: -9%	H: -1%	I: 0%

CC(=O)O[C@H]1C[C@@]2(C)[C@@H](C[C@@H](O)[C@H]3[C@@]4(C)CC[C@@H](O)[C@@H](C)C4CC[C@@]32C)/C1=C(\CCC=C(C)C)C(=O)O (stereo partly specified)
  A: -11%	B: -2%	C: -0.7	D: 0.1%	E: -3%	F: i	G: 15%	H: 1%	I: -3%

CCc1cc(C(=O)c2ccc(C)cc2)c(NC(=O)CCl)s1
  A: -6%	B: -3%	C: -3.9	D: u	E: 5%	F: i	G: -10%	H: -1%	I: -37%

COc1ccc(C2=CC(=O)CC(c3ccc(OC)cc3)C2)cc1 (stereo unspecified)
  A: 22%	B: 10%	C: -1.2	D: 3.9%	E: u	F: i	G: -5%	H: -2%	I: -19%

COc1ccc(NC(=O)CN(C)S(=O)(=O)c2cccc3nsnc23)cc1OC
  A: -9%	B: -5%	C: -7.0	D: -0.2%	E: -5%	F: i	G: 0%	H: -1%	I: -5%

CC(=O)N1CCc2c(sc3c2c(=O)n(CCc2ccccc2)c(=O)n3Cc2ccccc2C)C1
  A: 1%	B: -29%	C: x	D: 0.5%	E: 18µM*	F: x	G: u	H: x	I: -45%

O=C(Nc1ccc(/C=C/c2nc3ccccc3o2)cc1)c1cccc(C(F)(F)F)c1
  A: 0%	B: u	C: 2.1	D: 9.8%	E: -4%	F: i	G: -1%	H: 0%	I: -45%

COc1cc(CN(C)CC2CCCN(CCc3ccccc3F)C2)cc(Cl)c1OC (stereo unspecified)
  A: -6%	B: u	C: -1.9	D: 0.7%	E: -14%	F: i	G: -18%	H: -2%	I: -46%
